# EP2 mod = modulators of human EP2 prostaglandin E2 receptor | P43116 | EP2-expressing cells, cAMP HTRF FRET, PGE2 co-stimulation | induction, % at 25 µM | 260,000 tested, 0.83% active;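 active = compounds whose cAMP rise, as percent of the full-agonist control response, exceeds 60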;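 also: rat C6 glioma line stably carrying human EP2 under a CMV promoter; the protocol text gives 20 µM as final concentration; 100% = response of wells given 1 µM PGE2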
# Target sequence (P43116 whole entry, looked up): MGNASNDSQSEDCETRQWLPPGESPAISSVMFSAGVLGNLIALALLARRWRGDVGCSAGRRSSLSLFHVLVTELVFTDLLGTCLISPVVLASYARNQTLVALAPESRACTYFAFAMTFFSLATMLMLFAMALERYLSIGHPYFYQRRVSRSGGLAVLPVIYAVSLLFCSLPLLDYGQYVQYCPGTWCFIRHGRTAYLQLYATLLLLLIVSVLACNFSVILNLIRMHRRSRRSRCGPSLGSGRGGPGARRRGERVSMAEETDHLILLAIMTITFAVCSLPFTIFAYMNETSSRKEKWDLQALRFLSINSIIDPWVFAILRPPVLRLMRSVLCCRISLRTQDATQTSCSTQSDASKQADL
# PGE2 EP2 inh = EP2 receptor (human) inhibition; P43116; 260,000 tested, 0.52% active; C6 glioma cells expressing human EP2, cAMP TR-FRET; cells stimulated with saturating PGE2; inhibition, % at 25 µM;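 active = percent inhibition above 40 after rounding to a whole number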;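 also: rat C6 glioma host cells with rolipram phosphodiesterase inhibitor present; the protocol text gives 20 µM as final concentration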
# Active calls of the source: *; & = joins results of further samples. Not all compounds are listed (hit frequency here may not be typical).
SMILES,EP2 mod,PGE2 EP2 inh
CS(=O)(=O)N(CC(=O)Nc1ccc2c(c1)OCCO2)c1ccccc1,-8.1,12.4
CC12c3ccccc3C(c3ccccc31)C1C(=O)NC(=O)C12 (configuration not stated),21.5,9.6
COc1cccc(C(O)CN2CCC(O)(c3ccccc3C)CC2)c1 (configuration not stated),-57.8,7.7
CCC(=O)NNC(=O)c1c(O)c2ccccc2n(C)c1=O,16.4,11.2
CC(=O)N1CCN(C(=O)Cn2nc3c(C)cc4ccccc4n3c2=O)CC1,-59.4,6.0
CCc1ccc2nc(SCC(=O)c3ccc(F)cc3)c(C#N)cc2c1,-2.5,11.3
CCCNC(=O)CSc1nnc2c3cc(C)ccc3n(CC(=O)O)c2n1,7.2,10.2
CC[C@@H](Cn1nnc2ccccc2c1=O)NC(=O)C1CCCCC1,-10.6,5.3
CCOC(=O)c1cc2ccccc2[nH]c1=O,-9.6,8.9
CC1=CCC(C(=O)O)C(C(=O)Nc2nc3ccc(C)cc3s2)C1 (configuration not stated),-36.4,22.9
COc1ccc2oc(=N)c(C(=O)Nc3c(C)cc(Br)cc3C)cc2c1,14.1,8.8
CCn1c(=O)c(C(=O)NCCCl)c(O)c2ccccc21,-7.5,9.1
CN(C)C(CNS(=O)(=O)c1ccc2c(c1)oc(=O)n2C)c1ccccc1Cl (configuration not stated),-52.8,4.6
c1ccc(-c2cc3c(NCCN4CCOCC4)ncnc3s2)cc1,-85.1,9.0
CC(C)c1[nH]nc2c1C(c1ccc(F)cc1)C(C#N)=C(N)O2 (configuration not stated),-111.4,10.8
COc1ccc(-n2c(SCc3ccccc3)nnc2-c2cccnc2)cc1,4.6,14.4
O=C(O)c1ccccc1NC(=O)c1c2c(n3ccccc13)C(=O)c1ccccc1C2=O,-1.0,8.5
COc1ccc(-c2ccc(CN(CCN3CCOCC3)Cc3cccnc3)cc2)cc1,-64.7,5.1
O=S(=O)(NCc1ccccc1)c1ccc(S(=O)(=O)N2CCCCCC2)cc1,-45.8,12.5
CCCN(Cc1cc2ccccc2[nH]c1=O)C(=O)c1ccc(OCC)cc1,-54.1,6.9
COC(=O)CSc1nnc(COc2ccccc2)n1C,-7.7,10.2
O=S(=O)(c1ccc(S(=O)(=O)N2CCN(c3ccccc3F)CC2)cc1)N1CCCCCC1,11.2,14.2
COC(=O)c1ccc(S(=O)(=O)N(Cc2cc3c(C)ccc(C)c3[nH]c2=O)CC2CCCO2)cc1 (configuration not stated),-15.3,12.0
Cc1cc(N2CCOCC2)nc([S+]2CCCC2)n1,11.6,4.0
Cc1cc(C)c2c(c1)c(C)cc1nnc(SCC(=O)OC(C)C)n12,-15.1,6.1
COc1ccc(-c2nnc(SCC(=O)Nc3ccccc3OC)n2C)cc1,-42.7,25.7
COc1ccccc1NC(=O)N(CCO)Cc1cc2cc3c(cc2[nH]c1=O)OCCO3,-31.2,4.2
COC(=O)c1ccc(NC(=O)CSc2nccc(=O)[nH]2)cc1,-16.8,4.9
COc1ccc(NC2SC(=O)N(c3ccc(C)c(C)c3)C2=O)cc1 (configuration not stated),-14.3,4.1
CCc1ccc2[nH]c(=O)c(CN(CCO)C(=O)c3ccccc3C)cc2c1,-37.8,11.3
Cc1ccc(C2(NCc3ccc4c(c3)n(C)c(=O)n4C)CC2)cc1,-41.5,6.3
C=C(C)Cn1c(SCC(=O)Nc2ccc(OC)cc2)nc2sc3c(c2c1=O)CCCC3,38.4,8.5
COCCn1c(SCC(=O)Nc2ccc(OC)cc2)nnc1C(C)C,-5.8,11.9
CCN(CC)C(=O)c1sc(NC(=O)c2ccccc2OC)c(C#N)c1C,47.9,10.9
COc1ccc(NC(=O)CSc2nc3sc(C)c(C)c3c(=O)n2-c2ccccc2)cc1,29.6,6.7
O=C(c1ccc(F)c(F)c1)N1CCC(c2nc3ccccc3s2)CC1,-41.4,12.2
CC(C)(C)NS(=O)(=O)c1ccc(S(=O)(=O)N2CCCCC2)cc1,-47.0,24.2
CC(C)n1c(CN2CCOCC2)nc2c1c(=O)n(C)c(=O)n2C,-4.5,15.8
O=S(=O)(NCc1ccc2c(c1)OCO2)c1ccc(S(=O)(=O)N2CCCCCC2)cc1,4.7,9.6
Cc1sc(NC(=O)COc2ccc(C(C)C)cc2)c(C(N)=O)c1C,-21.8,13.5
O=C(NC1CC1)c1ccc(Cl)c(S(=O)(=O)N2CCOCC2)c1,34.0,6.8
COc1cccc(C2NC(=O)C(O)=C2C(=O)c2cccs2)c1 (configuration not stated),15.5,19.0
COc1ccccc1C1(NC(=O)CCn2nccc2C)CCCC1,-19.8,3.8
O=C1COc2nc3ccccc3cc2CN1CC1CC1,-12.5,6.9
COc1ccc2c(Cc3c4ccccc4cc4ccccc34)cncc2c1O,27.7,39.9*
CC(=O)O[C@H]1CC[C@@]2(C)C(CC[C@]3(C)C2CC=C2C4CC(C)(C)CC[C@]4(C)CC[C@]23C)C1(C)C (some centres not stated),4.0,14.6
COCCn1cc(CN2CCC(O)(c3ccccc3C)CC2)c2ccccc21,-74.1,10.0
CCc1cc2cc3c(cc2nc1SCC(=O)Nc1cc(C)ccc1OC)OCCO3,19.4,7.5
O=C(CN1C(=O)[C@@H]2CCCN2C(=O)c2ccccc21)NCc1ccccc1,-18.2,7.6
Cc1nn(C)cc1NC(=O)c1cc2n(n1)C(C(F)(F)F)CC(c1ccco1)N2 (configuration not stated),-25.6,6.7
# The results go on.
SMILES,EP2 mod,PGE2 EP2 inh
N[C@@H](CSC(=O)c1ccccc1)C(=O)O,16.4,18.4
CCOC(=O)c1cccc(NC(=O)CSc2nc3cc4c(cc3cc2C#N)OCCO4)c1,50.0,16.9
Cc1ccc2[nH]c(=O)c(CN(Cc3nnnn3CCc3ccccc3)CC3CCCO3)cc2c1 (configuration not stated),21.4,11.1
CC1CC(N(C(=O)C(C)C)c2ccccc2)c2ccccc2N1 (configuration not stated),60.1,8.9
C=CCNc1c(C)c(C)nc2cc(-c3cc(OC)cc(OC)c3)nn12,-3.0,23.4
O=C(O)c1[nH]c(=O)[nH]c(=O)c1CN1CCCCC1,21.5,4.0
CCNC(=O)c1cc2c(=O)n3cc(C)ccc3nc2n(CCN2CCOCC2)c1=N,3.8,10.3
CC(C)c1cccc(C(C)C)c1NC(=O)c1ccco1,14.5,6.8
COCCCN1C(=O)/C(=C/c2ccc(Cl)c(Cl)c2)SC1=S,4.2,6.1
CCC(C)(C)n1nnnc1C(c1cc2cc(C)cc(C)c2[nH]c1=O)N1CCCCC1 (configuration not stated),-2.9,6.8
O=C(C1CCN(S(=O)(=O)c2ccc(F)cc2)CC1)N(Cc1cccs1)C1CCCC1,18.1,11.1
COCCn1c(SC(C)C)nc2c1c(=O)[nH]c(=O)n2C,8.6,6.7
COc1cc(CNC(=O)CCn2c(-c3ccccn3)cc3cccnc32)cc(OC)c1,-19.2,4.9
Cc1cc(NC(=O)CSc2nnc(-c3cccs3)n2-c2ccccc2)no1,8.7,9.2
Cc1occc1-c1nn(C2CCN(C(=O)Cc3ccc(F)cc3)CC2)c(=O)o1,-30.3,4.9
CC1Oc2nc3ccccc3cc2CN(Cc2cccs2)C1=O (configuration not stated),-61.2,6.6
CCOc1ccc(-n2c(SCC(=O)Nc3ccccc3Cl)nnc2-c2cccnc2)cc1,-62.5,10.0
COc1ccc2nc(NC(=O)CSc3nnc4c(C)cc5ccccc5n34)sc2c1,-4.5,7.9
Cc1cc2cc(C3C(C#N)=C(N)OC4=C3C(=O)CC(C)(C)C4)c(=O)[nH]c2cc1C (configuration not stated),-33.2,11.2
CC(=O)c1cccc(NC(=O)CSc2nc3ccc(C)cc3cc2C)c1,-66.8,11.5

# Ordered by molar mass (falling): 6 of the compounds above
SMILES,EP2 mod,PGE2 EP2 inh
O=S(=O)(c1ccc(S(=O)(=O)N2CCN(c3ccccc3F)CC2)cc1)N1CCCCCC1,11.2,14.2
O=S(=O)(NCc1ccccc1)c1ccc(S(=O)(=O)N2CCCCCC2)cc1,-45.8,12.5
COc1ccc(-c2nnc(SCC(=O)Nc3ccccc3OC)n2C)cc1,-42.7,25.7
CCc1ccc2[nH]c(=O)c(CN(CCO)C(=O)c3ccccc3C)cc2c1,-37.8,11.3
COc1cccc(C(O)CN2CCC(O)(c3ccccc3C)CC2)c1 (configuration not stated),-57.8,7.7
O=C(O)c1[nH]c(=O)[nH]c(=O)c1CN1CCCCC1,21.5,4.0

# Next section:
SMILES,EP2 mod,PGE2 EP2 inh
Cc1ccc(-c2cc(N)c(=O)n(C(C)C(=O)NC3CCCCCCC3)n2)s1 (configuration not stated),-3.6,5.2
Cc1ccc2[nH]c(=O)c(CN(CCN3CCOCC3)C(=O)Nc3cccc(Cl)c3)cc2c1,-14.2,4.1
COc1ccc(C2C(C(=O)c3ccco3)=C(O)C(=O)N2Cc2ccccc2)cc1OC (configuration not stated),-2.3,16.3
Cc1ccc(CN(CCCn2ccnc2)Cc2ccnc3ccc(Cl)cc23)o1,-2.8,10.7
CCn1c(CNc2ccc(C)cc2)nnc1SCC(=O)Nc1ccccc1OC,5.8,8.4
Cc1ccc(NC(=O)COC(=O)c2cccnc2)cc1Cl,-89.1,3.2
Cc1ccc2[nH]c(=O)c(CN(CCCN(C)C)C(=S)NCCCN(C)C)cc2c1,-31.3,9.3
COCCN(C(C)=O)c1nnc(-c2ccc(C)nc2)s1,30.1,6.6
CCOc1ccc2nc(NCCNC(=O)Nc3ccccc3C)c(C#N)cc2c1,28.2,12.5
CC1(C)CC(=O)C2=C(C1)Nc1ccccc1NC2c1ccc(O)cc1O (configuration not stated),-9.6,8.3

# A different layout for three compounds above.
# The line under a structure holds: EP2 mod | PGE2 EP2 inh
Cc1ccc2[nH]c(=O)c(CN(CCCN(C)C)C(=S)NCCCN(C)C)cc2c1
    -31.3 | 9.3
COCCN(C(C)=O)c1nnc(-c2ccc(C)nc2)s1
    30.1 | 6.6
CCOc1ccc2nc(NCCNC(=O)Nc3ccccc3C)c(C#N)cc2c1
    28.2 | 12.5

# More structures follow:
SMILES,EP2 mod,PGE2 EP2 inh
CCC(C)NC(=O)c1cnn2c1NC(c1cccc(OC)c1)CC2C(F)(F)F (configuration not stated),5.8,6.5
CC(C)C1=NN(C(=O)c2cccc(F)c2)C(O)(C(F)(F)F)C1 (configuration not stated),-57.1,10.2
CC1=NN(C(=O)COc2ccc(C#N)cc2)C(O)(C(F)(F)F)C1 (configuration not stated),-50.5,9.6
COC(=O)COc1ccc(S(=O)(=O)NCc2ccc3c(c2)OCO3)cc1,-74.3,15.1
COc1cc(C2NC(C(=O)O)CS2)ccc1OCc1c(Cl)cccc1Cl (configuration not stated),15.8,8.5
CCC(CC)C(=O)N1CCCC(c2nc3c(nnn3Cc3ccc(C)cc3)c(=O)[nH]2)C1 (configuration not stated),-14.3,14.2
CCc1nc2cc(NC(=O)c3csc(C(C)=O)c3)ccc2n1C,5.9,3.0
Cc1ccc(C(=O)CSc2nnc(CCc3nc4ccccc4[nH]3)n2C)c(C)c1,-46.0,7.5
COc1ccc(-c2cc(C(F)(F)F)nc(SCC(=O)NCc3ccccc3F)n2)cc1OC,-46.8,15.3
CCOc1ccc(S(=O)(=O)n2ccc(C)n2)cc1,11.7,12.4
CCc1ccccc1NC(=O)CSc1nnc(-c2cccnc2)n1C,-7.5,7.6
C=CCNC(=S)Nc1ccc(C)cn1,20.2,5.2
CCC(OC(=O)c1nsc(Cl)c1Cl)C(=O)NCc1ccccc1 (configuration not stated),-1.3,6.6
CCOc1ccc2[nH]c3c(c2c1)CN(C(=O)c1ccnn1C(C)C)CC3,-58.7,12.8
COc1ccc(Cc2n[nH]c(=S)n2C)cc1,25.4,13.4
CCCN(CCC)CCc1cccc2c1CC(=O)N2,13.1&-0.6,7.8&14.3
COc1cccc(CNS(=O)(=O)c2ccc(S(=O)(=O)N3CCC(C)CC3)cc2)c1,-14.7,25.5
O=C1CCCC2=C1C(c1cccc(O)c1)n1ncnc1N2 (configuration not stated),16.4,12.7
COCCNC(=S)N(Cc1cc2cc(OC)ccc2[nH]c1=O)C1CCCC1,20.4,7.8
CC(C)C(=O)Nc1ccc(C(=O)Nc2ccc(S(=O)(=O)N3CCOCC3)cc2)cc1,14.6,10.4
O=C(Nc1nnc(SCC(=O)N2CCc3ccccc32)s1)C1CCCCC1,-0.3,7.3
Cc1cc(C)nc(NNC(=O)c2ccc(Cl)cc2)n1,-20.3,13.2
Cc1cccc(OCC(=O)Nc2ccc3oc(-c4ccncc4)nc3c2)c1,-21.3,8.2
O=C(O)Cn1nnc(-c2ccc(Cl)cc2)n1,-18.1,5.5
COc1cc(/C=C2\SC(=S)N(CCC(=O)Nc3ccccc3C)C2=O)cc(OC)c1OC,31.3,26.5
COc1ccc(C2(NC(=O)c3cc(-c4ccccn4)n[nH]3)CCCCC2)cc1,-70.4,7.6
O=c1[nH]c(N2CCCC2)nc2c1CN(Cc1c(O)ccc3ccccc13)CC2,-83.0,8.4
CCCS(=O)(=O)N1CCC(n2nc(-c3ccoc3C)oc2=O)CC1,-22.6,9.6
COc1ccc(-c2oc3ccccc3c(=O)c2O)cc1OC,-17.7,8.8
Cc1occc1-c1nn(C2CCN(C(=O)C3CCCCC3)CC2)c(=O)o1,-13.2,8.1

# Entries of single compounds from above:
# Shown for O=c1[nH]c(N2CCCC2)nc2c1CN(Cc1c(O)ccc3ccccc13)CC2 = EP2 mod = -83.0; PGE2 EP2 inh = 8.4
# Shown for Cc1cccc(OCC(=O)Nc2ccc3oc(-c4ccncc4)nc3c2)c1 = EP2 mod = -21.3; PGE2 EP2 inh = 8.2

# New compounds follow:
SMILES,EP2 mod,PGE2 EP2 inh
O=C(Nc1ccc(Cl)c(Cl)c1)NC1CCS(=O)(=O)C1 (configuration not stated),-99.3,8.5
Cc1ccc2[nH]c(=O)c(CN(C(=O)c3cccs3)C3CCCCC3)cc2c1,20.9,9.5
CC(C)C1=CC2=CC[C@H]3[C@](C)(CO)CCC[C@]3(C)C2CC1 (some centres not stated),42.4,3.4
Cc1ccc2[nH]c(=O)c(CN(Cc3ccc4c(c3)OCO4)C(=O)Nc3cccc(Cl)c3)cc2c1,-12.4,8.2

# Screening results: PubChem BioAssay, Emory University Molecular Libraries Screening Center
